Avidin bead fluor – compound fluoresces at 488/530 nm on avidin beads. compound fluorescence 488/530 nm, flow cytometry; active compounds read high. fluorescence (KMESF) at 10 µM. actives 0.38% (n = 220,000); in the data active = fluorescence above about 47; note: inactives centre near 10
Rac1 wt GTP bind – alters GTP binding to wildtype human Rac1. P63000. GST-Rac1 beads, fluorescent GTP binding, flow cytometry; actives lie on both sides; 0 = cold GTP competed, 100 = untreated. GTP binding activity (% of control), % at 10 µM. actives 0.27% (n = 190,000). AID 757;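 active = GTP binding activity at least 20 points away from the 100% control level, either lower or higher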
GSH bead fluor – GSH bead compound fluorescence profile | GSH beads flow cytometry, compound fluorescence 488/530 nm; active compounds read high | fluorescence (KMESF) at 10 µM | actives 0.25% (n = 190,000) | AID 1776; in the data active = fluorescence above about 89;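 note: glutathione beads carrying GST-tagged Bcl family fusion proteins plus one bare bead set; values are compound well signal with DMSO vehicle wells as background; inactives centre near 16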
ABCG2 inh – blocks JC-1 efflux by human ABCG2 transporter; Q9UNQ0; IgMXP3 cells, flow cytometry; inhibition, % at 6.6 µM; actives 0.1% (n = 190,000); AID 1325;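 active = inhibition above 80%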;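 note: 0% = DMSO and 100% = nicardipine control wells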
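Test system: ABCG2 IgMXP3 and barcoded ABCB1 CCRF-Adr cell mix; Schedule: cells with compound and JC-1, 10 min at 25 °C, rotating, no wash; Technique: flow cytometry of retained JC-1 fluorescence; Measure: % inhibition of efflux relative to nicardipine and DMSO; Controls: nicardipine high and DMSO low controls.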
Cdc42 wt – changes GTP binding to wildtype human Cdc42; actives 0.2% (n = 190,000); percent activity (GTP binding), % at 10 µM; GST-Cdc42 beads, Bodipy-GTP binding, flow cytometry; actives lie on both sides;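 active = percent activity GTP binding at least 20 points away from the 100% baseline, either down as inhibitor or up as activator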;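 note: median bead fluorescence of bound Bodipy-FL-GTP at 100 nM; 0% = excess unlabeled GTP control and 100% = no compound control; below 100% means less GTP binding so inhibitor and above means activator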
HRas wt GTP bind – modulators of GTP binding to human HRas wildtype. P01112. GST-Ras wt beads, Bodipy-FL-GTP binding, flow cytometry; actives lie on both sides. GTP binding activity, % at 10 µM. actives 0.14% (n = 190,000);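 active = GTP binding activity at least 20% away from the 100% baseline, either lowered as inhibitor or raised as activator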;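 note: 0% = unlabeled GTP competition control and 100% = no-compound control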
ABCB1 block – inhibitors of human ABCB1 transporter, ABCG2 counter-screen. inhibition, % at 6.6 µM. AID 1326. actives 0.067% (n = 190,000). CCRF-Adr cells, JC-1 efflux, flow cytometry; in the data active = inhibition above about 40%;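 note: 0% = vehicle and 100% = reference inhibitor; higher value means more JC-1 retained so stronger ABCB1 efflux block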
Target sequence (P08183 whole entry, looked up): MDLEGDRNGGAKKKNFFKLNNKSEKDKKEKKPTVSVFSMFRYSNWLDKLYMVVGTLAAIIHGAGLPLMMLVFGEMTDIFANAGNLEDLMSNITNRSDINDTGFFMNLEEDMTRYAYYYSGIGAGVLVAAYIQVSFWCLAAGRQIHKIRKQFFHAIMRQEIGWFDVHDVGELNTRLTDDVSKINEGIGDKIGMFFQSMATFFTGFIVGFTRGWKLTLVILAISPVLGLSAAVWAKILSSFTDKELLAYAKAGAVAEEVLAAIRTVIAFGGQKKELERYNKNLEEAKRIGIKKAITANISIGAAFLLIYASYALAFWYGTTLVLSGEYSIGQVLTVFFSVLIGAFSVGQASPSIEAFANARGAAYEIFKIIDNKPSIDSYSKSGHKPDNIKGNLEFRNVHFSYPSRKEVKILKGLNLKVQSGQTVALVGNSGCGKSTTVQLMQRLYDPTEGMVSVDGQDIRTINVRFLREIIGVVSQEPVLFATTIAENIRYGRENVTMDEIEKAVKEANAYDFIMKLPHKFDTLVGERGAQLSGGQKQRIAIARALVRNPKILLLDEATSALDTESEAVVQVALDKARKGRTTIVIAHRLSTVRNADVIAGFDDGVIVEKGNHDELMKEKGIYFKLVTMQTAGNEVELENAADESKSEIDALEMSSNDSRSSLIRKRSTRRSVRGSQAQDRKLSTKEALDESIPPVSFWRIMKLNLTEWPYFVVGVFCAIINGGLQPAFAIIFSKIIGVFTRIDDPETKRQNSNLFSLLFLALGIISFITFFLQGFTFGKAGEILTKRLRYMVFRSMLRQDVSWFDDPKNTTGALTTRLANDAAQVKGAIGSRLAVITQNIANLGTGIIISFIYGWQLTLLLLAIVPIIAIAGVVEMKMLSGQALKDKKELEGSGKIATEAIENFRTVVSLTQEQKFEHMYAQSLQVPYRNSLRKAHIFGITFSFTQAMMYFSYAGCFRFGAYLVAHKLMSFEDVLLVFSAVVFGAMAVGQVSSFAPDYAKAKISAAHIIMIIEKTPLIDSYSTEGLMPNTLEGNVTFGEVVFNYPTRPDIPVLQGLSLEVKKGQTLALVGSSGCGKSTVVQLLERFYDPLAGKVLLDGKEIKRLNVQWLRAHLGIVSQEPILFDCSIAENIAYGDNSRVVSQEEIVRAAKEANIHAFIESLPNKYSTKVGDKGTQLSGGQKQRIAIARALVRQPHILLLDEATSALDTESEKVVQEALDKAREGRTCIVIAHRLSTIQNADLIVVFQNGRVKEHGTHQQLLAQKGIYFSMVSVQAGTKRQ
Rab7 wt modul – alters GTP binding to wildtype dog Rab7 | GTP binding activity (percent of control), % at 10 µM | GST-Rab7 beads, fluorescent GTP binding, flow cytometry; actives lie on both sides; untreated = 100%, excess cold GTP = 0% | AID 758 | actives 0.055% (n = 190,000);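 active = fluorescent GTP binding to Rab7 beads changed by at least 20 points from the 100% baseline, either direction, mostly lower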;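 note: median green fluorescence of bound Bodipy-FL-GTP per Rab7 bead population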
Pf gamet viab – kills late stage P. falciparum gametocytes. P. falciparum stage V gametocytes, ATP luminescence, 24 h. inhibition, % at 10.9 µM. actives 0.065% (n = 150,000). AID 743093;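 active = inhibition above the mean plus 3 SD of compounds within the control limits, set per campaign, cut at about 38% in these data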;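 note: 0% = DMSO wells and 100% = medium only without gametocytes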
Rab2A wt mod – changes GTP binding to wildtype dog Rab2A, up or down; P61105; GST-Rab2 wt beads, Bodipy-GTP binding, flow cytometry; GTP binding activity, % at 10 µM; actives 0.19% (n = 190,000); AID 760;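 active = GTP binding activity at least 20 points away from 100%, either lowered or raised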;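 note: 0% = beads with excess unlabeled GTP and 100% = no-compound control corrected for plate trend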
Rac1 mut GTP – alters GTP binding to activated mutant human Rac1 | AID 764 | GST-Rac1 activated beads, fluorescent GTP binding, flow cytometry; actives lie on both sides; 100% means binding = to untreated wells | percent activity (GTP binding), % at 10 µM | actives 0.11% (n = 190,000);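 active = GTP binding at least 20 percentage points away from the 100% baseline, in either direction, so actives lie on both sides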
An asterisk follows results filed as active; · = no result given. Outcome played no part in choosing rows; any-hit rate near 1.1%.

SMILES | Avidin bead fluor | Rac1 wt GTP bind | GSH bead fluor | ABCG2 inh | Cdc42 wt | HRas wt GTP bind | ABCB1 block | Rab7 wt modul | Pf gamet viab | Rab2A wt mod | Rac1 mut GTP
O=C(O)/C=C/C(=O)N1CCN(S(=O)(=O)c2cc(C(F)(F)F)ccc2Cl)CC1 | 7 | 101.0 | 15 | 7.6 | 99.0 | 99.0 | 4.1 | 104.0 | -19.1 | 99.0 | 96.0
CC1CCCC(C(=O)O)N1C(=O)CCS (stereo not given) | 20 | 106.0 | 11 | 0.8 | 108.0 | 103.0 | 0.5 | 102.0 | · | 103.0 | 100.0
CCC1CCCCN1CCCNC(=O)c1cc2c(=O)[nH]c3ccccc3c2n1C (stereo not given) | 11 | 98.0 | 9 | 6.1 | 98.0 | 98.0 | 1.0 | 96.0 | -31.0 | 95.0 | 100.0
O=C(Nc1ccc2c(c1)CCC2)c1cccs1 | 13 | 97.0 | 15 | 1.7 | 93.0 | 96.0 | -0.2 | 97.0 | 1.8 | 96.0 | 96.0
O=C(c1ccc2c(c1)[nH]c(=S)n1c3ccccc3nc21)N1CCN(c2cccc(Cl)c2)CC1 | 25 | 97.0 | 12 | -1.3 | 94.0 | 99.0 | -0.7 | 105.0 | -1.3 | 94.0 | 95.0
CC1(C)CC(=O)C2=C(C1)N(c1ccc(F)cc1)C(=O)CC2c1ccsc1 (stereo not given) | 5 | 104.0 | 24 | 0.8 | 98.0 | 99.0 | 0.8 | 100.0 | · | 100.0 | 99.0
CN(CCOC(=O)C1c2ccccc2Oc2ccccc21)C(C)(C)C | 40 | 105.0 | 14 | 1.7 | 106.0 | 105.0 | 0.3 | 104.0 | · | 103.0 | 102.0
CC(C)=CCCC1=CCC2C(=O)NNC(=O)C2C1 (stereo not given) | 6 | 102.0 | 17 | -1.3 | 101.0 | 99.0 | 0.0 | 93.0 | · | 101.0 | 94.0
CC1(C)C(=O)C2(CCCCC2)C(=O)OC1c1cccs1 (stereo not given) | 11 | 102.0 | 23 | 0.9 | 103.0 | 104.0 | 0.5 | 102.0 | -6.2 | 104.0 | 100.0
Cc1ccccc1C(=O)NCc1ccncc1 | 6 | 102.0 | 26 | 1.3 | 102.0 | 98.0 | 0.2 | 98.0 | -5.4 | 98.0 | 100.0
Cc1cc(NC(=O)c2ccc3nc(C)sc3c2)no1 | 7 | 104.0 | 15 | 5.5 | 100.0 | 101.0 | 0.6 | 103.0 | · | 102.0 | 98.0
COc1ccc(CN(CCN(C)C)Cc2ccccc2)c(OC)c1 | 15 | 93.0 | 8 | 3.6 | 93.0 | 94.0 | 1.0 | 92.0 | -42.9 | 92.0 | 96.0
COc1ccccc1C(=O)N/C(=C\c1ccc(Br)cc1)C(=O)NCCC(=O)O | 10 | 95.0 | 52 | 0.6 | 93.0 | 94.0 | 0.3 | 103.0 | 7.7 | 97.0 | 94.0
O=C(COc1ccc(S(=O)(=O)Nc2ccccc2)cc1)NCc1cccnc1 | 10 | 104.0 | 11 | 5.0 | 102.0 | 98.0 | 1.1 | 97.0 | 0.7 | 101.0 | 99.0
Cc1ccc(CCN2CC(C(=O)NCCN3CCOCC3)CC2=O)cc1 (stereo not given) | 29 | 97.0 | 19 | 0.1 | 99.0 | 98.0 | 0.1 | 96.0 | · | 96.0 | 96.0

Part of the list above, with two lines to a compound:
Below each SMILES: Avidin bead fluor	Rac1 wt GTP bind	GSH bead fluor	ABCG2 inh	Cdc42 wt	HRas wt GTP bind	ABCB1 block	Rab7 wt modul	Pf gamet viab	Rab2A wt mod	Rac1 mut GTP
CN(CCOC(=O)C1c2ccccc2Oc2ccccc21)C(C)(C)C
    40	105.0	14	1.7	106.0	105.0	0.3	104.0	·	103.0	102.0
CC(C)=CCCC1=CCC2C(=O)NNC(=O)C2C1 (stereo not given)
    6	102.0	17	-1.3	101.0	99.0	0.0	93.0	·	101.0	94.0
CC1(C)C(=O)C2(CCCCC2)C(=O)OC1c1cccs1 (stereo not given)
    11	102.0	23	0.9	103.0	104.0	0.5	102.0	-6.2	104.0	100.0
Cc1ccccc1C(=O)NCc1ccncc1
    6	102.0	26	1.3	102.0	98.0	0.2	98.0	-5.4	98.0	100.0
Cc1cc(NC(=O)c2ccc3nc(C)sc3c2)no1
    7	104.0	15	5.5	100.0	101.0	0.6	103.0	·	102.0	98.0
COc1ccc(CN(CCN(C)C)Cc2ccccc2)c(OC)c1
    15	93.0	8	3.6	93.0	94.0	1.0	92.0	-42.9	92.0	96.0

(next part)
SMILES | Avidin bead fluor | Rac1 wt GTP bind | GSH bead fluor | ABCG2 inh | Cdc42 wt | HRas wt GTP bind | ABCB1 block | Rab7 wt modul | Pf gamet viab | Rab2A wt mod | Rac1 mut GTP
CC(=O)NS(=O)(=O)c1ccc(NC(=S)NC(=O)C(C)C)cc1 | 10 | 103.0 | 30 | 11.3 | 102.0 | 101.0 | 1.1 | 100.0 | 2.9 | 100.0 | 100.0
COc1ccccc1N(CC(=O)NC(C)C)S(=O)(=O)c1cccs1 | 19 | 105.0 | 11 | 33.2 | 103.0 | 97.0 | -0.3 | 97.0 | 18.4 | 98.0 | 100.0
CC(Sc1nc(N2CCCCC2)c2c(c1C#N)CCCC2)C(=O)O (stereo not given) | 16 | 97.0 | 36 | 42.4 | 97.0 | 95.0 | 5.5 | 93.0 | · | 94.0 | 91.0
CCOC(=O)c1c(N2C(=O)CC(Sc3ccccc3C(=O)O)C2=O)sc2c1CCCC2 (stereo not given) | 12 | 97.0 | 13 | -0.8 | 91.0 | 99.0 | -0.5 | 105.0 | -4.4 | 98.0 | 90.0
O=C(NC1CCCCCCC1)C1CCCN(S(=O)(=O)c2cnc[nH]2)C1 (stereo not given) | 16 | 104.0 | 20 | 3.1 | 101.0 | 101.0 | -1.6 | 104.0 | · | 101.0 | 98.0
Fc1cccc(Cl)c1-c1nnc2ccc3ccccc3n12 | 25 | 101.0 | 12 | 1.1 | 98.0 | 98.0 | 0.3 | 107.0 | -19.2 | 95.0 | 98.0
Cc1cc(C)nc(SCC(=O)N/N=C/c2cc(C)n(-c3ccccc3C)c2C)n1 | 3 | 105.0 | 14 | 10.5 | 101.0 | 100.0 | -0.7 | 101.0 | -13.7 | 99.0 | 101.0
Cc1[nH]c2ccccc2c1C(c1ccncc1)N1CCCCC1 (stereo not given) | 7 | 95.0 | 16 | 1.3 | 90.0 | 95.0 | 0.3 | 98.0 | 4.6 | 95.0 | 94.0
CCOc1ccc(CCNC(=O)C2CCN(c3nnc(-n4cccc4)s3)CC2)cc1OCC | 17 | 96.0 | 6 | 3.8 | 96.0 | 98.0 | 1.0 | 98.0 | · | 98.0 | 96.0
O=C(N/N=C/c1cccc(O)c1)NC1CCCCC1 | 13 | 96.0 | 12 | 5.9 | 93.0 | 95.0 | -0.5 | 93.0 | 3.2 | 98.0 | 96.0
COc1ccc2[nH]c3c(=O)n(Cc4ccc(C(=O)NCC5CCCO5)cc4)c(=S)[nH]c3c2c1 (stereo not given) | 9 | 90.0 | 6 | -1.8 | 89.0 | 87.0 | -0.5 | 92.0 | 3.1 | 88.0 | 92.0
Cc1cccc(N/N=C/c2ccccc2O)c1 | 3 | 103.0 | 15 | -5.0 | 98.0 | 101.0 | -0.8 | 102.0 | 5.3 | 97.0 | 99.0
CC12CC(c3ccccc3O1)N(C(=O)c1ccco1)C(=S)N2c1ccccc1 (stereo not given) | 31 | 97.0 | 26 | 15.6 | 96.0 | 96.0 | 0.7 | 92.0 | · | 97.0 | 96.0
Cc1ccc(-c2cc(C(F)(F)F)n3ncc(C(=O)NCc4ccco4)c3n2)cc1 | 10 | 109.0 | 10 | 7.9 | 101.0 | 104.0 | 2.1 | 104.0 | -6.6 | 103.0 | 101.0
CC(C)CC1NC(=O)N(CC(=O)N2c3ccccc3NC(=O)C2(C)C)C1=O (stereo not given) | 25 | 95.0 | 7 | 1.6 | 98.0 | 98.0 | 0.4 | 106.0 | 9.5 | 100.0 | 96.0
COc1ccc(NS(=O)(=O)c2ccc3oc(Nc4ccc5c(c4)OCCO5)nc3c2)cc1 | 16 | 95.0 | 51 | -0.2 | 99.0 | 98.0 | -0.1 | 95.0 | 11.2 | 96.0 | 95.0
CC(C)(C)NC(=O)NC(=O)CSc1nnc(-c2ccccc2F)n1N | 4 | 101.0 | 18 | 0.8 | 99.0 | 97.0 | -0.1 | 98.0 | · | 99.0 | 98.0
Cc1ccc2nc(Cn3cc(C(F)(F)F)cc(Cl)c3=O)cc(=O)n2c1 | 10 | 92.0 | 24 | 2.2 | 94.0 | 96.0 | 0.1 | 92.0 | -10.3 | 95.0 | 96.0
Cc1cc(C)c(NS(=O)(=O)c2ccc(Cl)c(C(=O)O)c2)c(C)c1 | 6 | 104.0 | 15 | -0.1 | 104.0 | 101.0 | -0.1 | 98.0 | · | 100.0 | 100.0
N#Cc1c(N)nc(SCC(=O)NC2CCCCC2)c(C#N)c1-c1ccc(Cl)cc1 | 34 | 100.0 | 15 | 1.8 | 102.0 | 100.0 | 0.0 | 96.0 | · | 100.0 | 98.0
CCc1ccc(OCC(=O)NCCOc2ccccc2)cc1 | 9 | 102.0 | 19 | 0.3 | 103.0 | 101.0 | 0.1 | 102.0 | · | 101.0 | 98.0
Cn1c2ccccc2c2nnc(SCc3ccc4nonc4c3)nc21 | 16 | 97.0 | 23 | 4.9 | 100.0 | 97.0 | 1.3 | 98.0 | · | 96.0 | 100.0
Cc1ccc(NC=C(S(=O)(=O)c2ccccc2)S(=O)(=O)c2ccccc2)c(C)c1 | 10 | 100.0 | 17 | 0.3 | 101.0 | 100.0 | 0.3 | 99.0 | · | 100.0 | 99.0
COc1ccc(NS(=O)(=O)c2c(C)[nH]c(=O)[nH]c2=O)c(OC)c1 | 37 | 98.0 | 13 | -0.5 | 99.0 | 98.0 | 0.0 | 100.0 | 17.2 | 98.0 | 96.0
CC(=O)Nc1ccc(S(=O)(=O)Nc2nc3ccccc3nc2Nc2ccc(S(N)(=O)=O)cc2)cc1 | 22 | 100.0 | 11 | -18.3 | 101.0 | 98.0 | -1.6 | 99.0 | 1.3 | 96.0 | 96.0
COc1ccc2oc(C(=O)NC(C)(C)C)c(C)c2c1 | 11 | 97.0 | 12 | 9.4 | 96.0 | 95.0 | 0.8 | 90.0 | -6.1 | 97.0 | 95.0
Cn1nnnc1SCC(=O)NC(=O)Cc1ccccc1 | 23 | 100.0 | 14 | -0.4 | 98.0 | 100.0 | 0.0 | 101.0 | · | 99.0 | 97.0

From PubChem BioAssay
